High-throughput results as filed in PubChem.
GSH bead fluor: compound fluorescence on glutathione beads, profiling panel, artefact control, biophysical, 488/530 nm, flow cytometry. GSH beads flow cytometry, compound fluorescence 488/530 nm; stronger effect = higher value. fluorescence (KMESF) at 10 µM. 0.25% of 190,000 active. AID 1776, 2009; in the data active means fluorescence above about 89;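 further: glutathione beads carrying GST-tagged Bcl family fusion proteins plus one bare bead set; values are compound well signal with DMSO vehicle wells as background; inactives centre near 16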
Bim-Bfl-1: inhibitors of Bim binding to Bfl-1, primary screen, biochemical, multiplexed, bead-based flow cytometry; Bim-Bfl-1 binding inhibition; inhibition, % at 10 µM; 0.12% of 190,000 active;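 further: 0% = wells without compound plus tracer and 100% = blocker peptide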
RGS4-Gao reg: modulators of RGS4 binding to Galphao, primary screen, biochemical, multiplexed bead flow cytometry. 0.33% of 220,000 active. binding response (% of control), % at 10 µM. actives lie on both sides. Guanine nucleotide-binding protein G(o) subunit alpha (Homo sapiens), P09471; in the data active means binding response below about 49% or above about 150%; inactive means in between;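 further: fluorescent Galphao activated with aluminum fluoride binding bead-coupled RGS4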
Mcl1-Bid inh: Mcl-1/Bid binding inhibitors, primary screen, biochemical, TR-FRET, 1536-well. Induced myeloid leukemia cell differentiation protein Mcl-1 (Homo sapiens), Q07820. TR-FRET Mcl-1/Bid-Dy647 peptide binding. inhibition, % at 21.7 µM. 0.97% of 220,000 active. AID 1021, 2008;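 active means compounds that cut the binding signal by more than half at the single screening dose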;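 further: His-tagged Mcl-1 with europium anti-His antibody binding Bid BH3 peptide; 0% = Mcl-1 plus peptide wells and 100% = peptide-only wells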
Target sequence (Q07820 whole entry, looked up): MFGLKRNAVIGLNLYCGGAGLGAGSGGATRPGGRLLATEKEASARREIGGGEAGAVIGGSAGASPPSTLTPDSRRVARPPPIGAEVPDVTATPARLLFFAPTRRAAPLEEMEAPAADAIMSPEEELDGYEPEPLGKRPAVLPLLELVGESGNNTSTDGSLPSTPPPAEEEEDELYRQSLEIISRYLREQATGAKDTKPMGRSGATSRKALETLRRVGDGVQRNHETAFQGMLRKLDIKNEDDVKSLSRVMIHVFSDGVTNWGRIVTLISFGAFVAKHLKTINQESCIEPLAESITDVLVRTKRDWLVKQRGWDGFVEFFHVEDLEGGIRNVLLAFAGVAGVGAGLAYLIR
RGS8-Gao: RGS8-Galphao binding modulators, primary screen, biochemical, multiplexed bead flow cytometry; Guanine nucleotide-binding protein G(o) subunit alpha (Homo sapiens), P09471; actives lie on both sides; response (percent of control binding), % at 10 µM; 0.34% of 220,000 active; AID 1423, 2008; in the data active means response below about 60% or above about 140%; inactive means in between;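 further: Galphao activated as the GDP aluminium fluoride complex binding bead-coupled RGS8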
Bcl-XL Bim block: inhibitors of Bim-Bcl-XL binding, primary screen, biochemical, multiplexed, bead flow cytometry, human Bcl-XL. AID 1007, 2008. inhibition, % at 10 µM. Bim peptide-Bcl-XL binding, fluorescence. 0.04% of 190,000 active
Target sequence (Q07817 whole entry, looked up): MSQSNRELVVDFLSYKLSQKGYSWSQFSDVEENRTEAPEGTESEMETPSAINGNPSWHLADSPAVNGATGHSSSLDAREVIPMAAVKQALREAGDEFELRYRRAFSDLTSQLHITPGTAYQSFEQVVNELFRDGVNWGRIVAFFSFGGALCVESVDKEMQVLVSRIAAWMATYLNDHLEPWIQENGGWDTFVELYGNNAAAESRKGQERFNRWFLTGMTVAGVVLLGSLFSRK
Bim-Bcl-2: inhibitors of Bim-Bcl-2 binding, primary screen, biochemical, multiplexed, human Bcl-2 family. Apoptosis regulator Bcl-2 (Homo sapiens), P10415. Bead-based flow cytometry, Bim peptide-Bcl-2 binding. inhibition, % at 10 µM. 0.06% of 190,000 active. AID 950, 2007; in the data active means inhibition above about 40%; inconclusive means no clear call, values can overlap the other calls;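 further: 0% = no compound wells with probe peptide and 100% = reference peptide inhibitor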
Bim-Bcl-B: inhibitors of Bim-Bcl-B binding, primary screen, biochemical, multiplexed, human Bcl-2 family | Bcl-2-like protein 10 (Homo sapiens), Q9HD36 | bead-based flow cytometry, Bim peptide-Bcl-B binding | inhibition, % at 10 µM | 0.073% of 190,000 active | AID 951, 2007;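 further: 0% = tracer peptide without compound and 100% = reference inhibitor peptide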
Target sequence (Q9HD36 whole entry, looked up): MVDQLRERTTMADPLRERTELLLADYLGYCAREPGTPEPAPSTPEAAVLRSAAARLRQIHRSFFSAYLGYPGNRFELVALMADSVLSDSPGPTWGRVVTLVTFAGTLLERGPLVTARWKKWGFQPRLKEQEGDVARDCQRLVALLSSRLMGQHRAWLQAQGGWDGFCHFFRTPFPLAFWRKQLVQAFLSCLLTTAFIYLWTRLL
RGS7-Gao: RGS7-Galphao binding modulators, primary screen, biochemical, multiplexed bead flow cytometry | binding response (% of control), % at 10 µM | 0.35% of 220,000 active | actives lie on both sides | AID 1439, 2008 | Guanine nucleotide-binding protein G(o) subunit alpha (Homo sapiens), P09471; in the data active means binding response below about 49% or above about 150%; inconclusive means no clear call, values can overlap the other calls; inactive means in between;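 further: fluorescent Galphao held in activated GDP-AlF4 state binding bead-coupled RGS7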
Mcl-1 Bim block: inhibitors of Bim peptide binding to Mcl-1, primary screen, biochemical, bead-based flow cytometry, multiplex | Induced myeloid leukemia cell differentiation protein Mcl-1 (Homo sapiens), Q07820 | Bim peptide-Mcl-1 binding | inhibition, % at 10 µM | 0.1% of 190,000 active | AID 1009, 2008;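 further: 0% = no compound tracer wells and 100% = peptide blocker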
Bcl-W Bim block: inhibitors of Bim binding to Bcl-W, primary screen, biochemical, multiplexed, bead-based flow cytometry | Bcl-2-like protein 2 (Homo sapiens), Q92843 | Bim peptide-Bcl-W binding | inhibition, % at 10 µM | 0.02% of 190,000 active | AID 952, 2007;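 further: 0% = bound tracer without compound and 100% = peptide blocker; higher means less fluorescent Bim peptide bound to Bcl-W beads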
Target sequence (Q92843 whole entry, looked up): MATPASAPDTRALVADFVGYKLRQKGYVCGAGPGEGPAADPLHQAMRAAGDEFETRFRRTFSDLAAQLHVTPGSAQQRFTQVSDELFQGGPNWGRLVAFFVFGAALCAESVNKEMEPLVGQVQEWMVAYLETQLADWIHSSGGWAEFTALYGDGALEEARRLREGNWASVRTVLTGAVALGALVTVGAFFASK
Active calls of the source: *; ? = inconclusive. Unless noted, no stated cut-off is given here; in the data, active means inhibition above about 40%.

SMILES	GSH bead fluor	Bim-Bfl-1	RGS4-Gao reg	Mcl1-Bid inh	RGS8-Gao	Bcl-XL Bim block	Bim-Bcl-2	Bim-Bcl-B	RGS7-Gao	Mcl-1 Bim block	Bcl-W Bim block
Cc1cc(C)c(C)c(S(=O)(=O)Nc2ccc(C(N)=O)cc2)c1C	15	-5	104	8	103	-5	-7	-5	105	-4	-3
Cc1ccccc1NC(=O)c1cccc(OCc2c(C)noc2C)c1	23	-19	102	-26	103	-6	-6	-10	101	-5	-4
Cc1ccc2nc3n(c(=O)c2c1)CCCCC3	15	-3	104	-4	105	-7	0	-6	101	-5	-4
CCc1ccc(-n2c(=O)c3ccccc3n(CC(=O)C(C)(C)C)c2=O)cc1	11	-5	102	-7	102	-5	-1	-5	102	1	-4
CCCCN(Cc1cc2cc(OC)ccc2[nH]c1=O)C(=O)c1ccco1	11	3	106	18	103	2	8	1	107	1	2
COc1ccccc1OC(C)C(=O)Nc1nc(-c2ccc(S(=O)(=O)N3CCOCC3)cc2)cs1 (stereo not drawn)	25	-18	104	-18	102	-10	-17	-10	103	-5	0
Cn1cccc1Cc1nnc(SCC(=O)NCC2CCCO2)n1-c1ccc(F)cc1 (stereo not drawn)	15	-4	100	-21	101	-10	-7	-10	101	-5	-7
Cc1nn(C)cc1S(=O)(=O)NC1CCCC1	14	-3	98	-17	102	0	0	-1	100	0	-1
COc1ccccc1N(CCN1C(=O)c2cccc3cccc(c23)C1=O)C(=O)c1ccncc1	16	2	100	-14	104	0	0	0	79	0	-1
O=C(Nc1ccc2c(c1)OCO2)c1c(F)cccc1F	22	1	102	-37	97	-1	0	-2	100	1	0
O=c1c2[nH]c3ccccc3c2ncn1CCN1CCNCC1	22	-13	99	-25	101	-2	-9	-6	100	-3	0
CC(C)CNC(=O)C1CCN(c2ccc(S(=O)(=O)N3CCOCC3)cc2)CC1	38	-11	97	3	99	0	-6	-3	100	-1	0

Reprinted at random: 4 compounds from above
SMILES	GSH bead fluor	Bim-Bfl-1	RGS4-Gao reg	Mcl1-Bid inh	RGS8-Gao	Bcl-XL Bim block	Bim-Bcl-2	Bim-Bcl-B	RGS7-Gao	Mcl-1 Bim block	Bcl-W Bim block
CC(C)CNC(=O)C1CCN(c2ccc(S(=O)(=O)N3CCOCC3)cc2)CC1	38	-11	97	3	99	0	-6	-3	100	-1	0
Cc1ccccc1NC(=O)c1cccc(OCc2c(C)noc2C)c1	23	-19	102	-26	103	-6	-6	-10	101	-5	-4
COc1ccccc1OC(C)C(=O)Nc1nc(-c2ccc(S(=O)(=O)N3CCOCC3)cc2)cs1 (stereo not drawn)	25	-18	104	-18	102	-10	-17	-10	103	-5	0
Cc1nn(C)cc1S(=O)(=O)NC1CCCC1	14	-3	98	-17	102	0	0	-1	100	0	-1

Continued:
SMILES	GSH bead fluor	Bim-Bfl-1	RGS4-Gao reg	Mcl1-Bid inh	RGS8-Gao	Bcl-XL Bim block	Bim-Bcl-2	Bim-Bcl-B	RGS7-Gao	Mcl-1 Bim block	Bcl-W Bim block
COc1ccc(OC)c(S(=O)(=O)NCc2cn3cccc(C)c3n2)c1	21	-1	100	-15	108	2	-27	2	102	0	4
Cc1ccc(NC(=O)COC(=O)c2ccc3c(c2)OCO3)cc1S(=O)(=O)N1CCCCC1	7	2	101	-13	103	0	2	-1	101	-1	0
CCOC(=O)c1ccc(NCCOC)c([N+](=O)[O-])c1	17	-14	102	-19	115	-2	-5	-2	112	-2	-2
O=C(Nc1ccc(Br)cc1)N1CCCC(O)C1 (stereo not drawn)	17	-5	101	-8	102	0	0	0	?	1	0
O=C(O)c1ccc(N=NNc2cccc([N+](=O)[O-])c2)cc1	13	-10	105	-7	104	-3	-2	0	103	-2	-2
C=CCNC(=O)/C(=C/c1ccc(Br)cc1)NC(=O)c1ccccc1OC	15	-4	103	-10	100	-2	-5	-1	101	-1	-3
CC(=O)Nc1ccc(S(=O)(=O)N2CCN(c3ccc(C)c(Cl)c3)CC2)cc1	14	-8	100	-4	102	-9	-8	-11	102	-5	-5
Cc1ccc(C)c(NC(=O)c2ccc3ccccc3n2)c1	52	-13	99	-23	97	-18	-9	-7	98	0	3
CCOC(=O)c1[nH]c2ccc(Cl)cc2c1NC(=O)c1nonc1C	12	-1	99	-22	100	0	0	0	97	-2	0
COc1cc(S(=O)(=O)Nc2cccc(C)c2)ccc1N=Cc1c(C)[nH]n(-c2ccccc2)c1=O	13	-12	98	-5	99	-2	-5	-9	97	-1	0
CCOC(=O)c1ccccc1NC(=O)COc1cc(=O)n(CC)c2ccccc12	5	-7	101	5	101	-2	-3	-4	100	0	3
COc1ccc(C(=O)NCC(=O)OCC(=O)NCCC2=CCCCC2)cc1	12	-2	96	-6	100	0	-1	-1	92	1	0
CC/C(=N\NC(=S)Nc1cccc(C)c1)c1ccccc1	17	-4	104	-45	100	-3	-9	-5	98	0	-4
CSc1c2c(nc3ncnn13)CCC2	8	0	101	-19	100	-2	0	-4	97	0	-2
COc1ccc(-c2csc(Nc3ccc(C)cn3)n2)cc1	11	-3	102	-10	101	-2	-2	-6	96	-4	0
N#CC1=C(N)N2C(=C(C#N)C13CCCCC3)SC1CCCCC12O (stereo not drawn)	29	-19	102	0	104	-6	-9	-11	104	-4	-4
CCc1nnc(NC(=O)CSc2n[nH]c(-c3ccccc3O)n2)s1	9	-9	96	14	101	0	-7	-2	98	-1	0
CCOC(=O)COn1c(=O)c(-c2ccc(OC)c(OC)c2)[n+]([O-])c2ccccc21	19	-16	99	1	98	-10	-9	-9	101	-8	-3
Cc1cc(C(=O)CSc2nnnn2C)c(C)n1CCc1ccc(F)cc1	11	0	99	-25	100	0	1	2	103	1	0
CC(C)(C)C(=O)/C=C1\NC(=O)CS1	15	-3	95	-26	101	0	0	-2	?	1	0
O=c1cc(-c2ccccc2Cl)oc2cc(O)cc(O)c12	16	0	99	0	101	-5	0	0	101	0	1
O=S(=O)(c1ccccc1)N1CCC2(CC1)OCCO2	11	0	97	-11	98	0	-2	0	105	0	-1
NC(=O)Cn1nc([N+](=O)[O-])nc1Oc1ccccc1F	12	0	95	-23	93	-4	0	-4	93	-11	-6
Cc1ccccc1C(=O)NC(CC(C)C)C(=O)Nc1ccc(S(N)(=O)=O)cc1 (stereo not drawn)	73	-1	100	-1	101	-3	-3	-1	100	-2	0
C=CCN1C=C/C(=C\C=C(C#N)C#N)c2ccccc21	5	9	104	-43	116	9	6	-5	102	5	9
CCN1CCN(c2nc(Nc3ccc(C)c(C)c3)nc(N)c2[N+](=O)[O-])CC1	10	-7	107	-25	105	-5	-4	-3	105	-3	-2
CCC(CO)NCc1sccc1C (stereo not drawn)	11	-4	99	-21	102	0	-1	0	97	0	-2
CCNC(=O)N1CCNC(=O)C1CC(=O)Nc1ccc(C(=O)OCC)cc1 (stereo not drawn)	27	-18	103	6	102	-5	-9	-8	98	-4	-1
O=C(CSc1nc(-c2ccccc2)ns1)N1CCOCC1	22	1	101	-10	102	-7	-7	-26	100	-5	-1
Cc1onc(C(=O)NCc2ccccn2)c1[N+](=O)[O-]	10	-4	98	-14	102	-3	-3	0	107	-1	1
CCCCn1c(C)nc2c(=O)n(C)c(=O)[nH]c21	24	-5	100	-51	95	0	0	-4	100	-1	-5
COC(=O)c1cc(Cl)c(NC(=O)/C=C/c2ccc(OC)cc2)cc1OC	5	-3	99	-35	103	-7	-2	-7	99	-5	-4
O=C(c1ccccc1)N1CCN=C1SCc1ccc([N+](=O)[O-])cc1	21	3	100	16	103	-9	-9	-2	99	3	-2
COc1cc(OC)cc(C(=O)NCc2cccnc2)c1	24	-8	103	-12	102	-4	-8	-6	102	-1	-2
CCn1nc(C)c(NS(=O)(=O)c2ccc(C)cc2)c1C	14	-1	103	-11	102	-6	-2	-5	101	-3	-5
CN1CCN(C(=O)C2C3C=CC(C3)C2C(=O)O)CC1 (stereo not drawn)	25	-1	97	-31	103	0	0	0	94	-2	-2
Cc1ccc(NCc2nnc(SCC(=O)NCCc3ccccc3)n2C)cc1	11	1	104	-25	103	0	-1	-5	100	0	0
CCOC(=O)c1sc(NC(=O)CCCn2nc([N+](=O)[O-])c(Cl)c2C)c(C(=O)OCC)c1C	7	10	116	1	107	19	14	9	98	15	14
COc1cc(/C=N/NC(=O)c2cc(-c3cccn3C)n[nH]2)cc(OC)c1OC	8	-1	93	-44	98	0	-1	0	93	-2	3
Nc1nc(CSCc2ccccc2)nc(N2CCOCC2)n1	36	-13	102	-1	102	-23	-10	-7	102	-1	-1
O=S1(=O)CCN(Cc2cccc(C(F)(F)F)c2)CC1	14	-3	109	-3	105	0	1	-4	105	0	-2
COc1ccc(C(=O)CSc2cc(C)nc3nc(C)nn23)cc1OC	31	-10	99	19	99	4	-4	-8	101	0	-4
CCOC(=O)c1c(C)nc2sc(C(=O)Nc3ccc(C(C)=O)cc3)c(N)c2c1-c1ccc(OC)cc1	35	-15	103	-23	102	-4	-10	-24	103	-4	2
O=C(Nc1nnc(C2CC2)s1)C1CCCO1 (stereo not drawn)	19	-2	104	-13	104	0	1	0	?	0	-1

An excerpt of these results, with each value named:
Nc1nc(CSCc2ccccc2)nc(N2CCOCC2)n1
  GSH bead fluor: 36
  Bim-Bfl-1: -13
  RGS4-Gao reg: 102
  Mcl1-Bid inh: -1
  RGS8-Gao: 102
  Bcl-XL Bim block: -23
  Bim-Bcl-2: -10
  Bim-Bcl-B: -7
  RGS7-Gao: 102
  Mcl-1 Bim block: -1
  Bcl-W Bim block: -1
COc1cc(/C=N/NC(=O)c2cc(-c3cccn3C)n[nH]2)cc(OC)c1OC
  GSH bead fluor: 8
  Bim-Bfl-1: -1
  RGS4-Gao reg: 93
  Mcl1-Bid inh: -44
  RGS8-Gao: 98
  Bcl-XL Bim block: 0
  Bim-Bcl-2: -1
  Bim-Bcl-B: 0
  RGS7-Gao: 93
  Mcl-1 Bim block: -2
  Bcl-W Bim block: 3
COc1ccc(C(=O)CSc2cc(C)nc3nc(C)nn23)cc1OC
  GSH bead fluor: 31
  Bim-Bfl-1: -10
  RGS4-Gao reg: 99
  Mcl1-Bid inh: 19
  RGS8-Gao: 99
  Bcl-XL Bim block: 4
  Bim-Bcl-2: -4
  Bim-Bcl-B: -8
  RGS7-Gao: 101
  Mcl-1 Bim block: 0
  Bcl-W Bim block: -4
